TcdB GH inh – blocks C. difficile toxin B glycohydrolase activity; TcdB glycohydrolase enzymatic assay, plate reader; inhibition, % at 9.99 µM; 350,000 compounds, 0.24% hits; AID 652162; in the data active means inhibition above about 10%
Anthrax LF prot – anthrax lethal factor protease inhibition; P15917; multiplex microsphere protease cleavage assay, LF; inhibition, % at 10 µM; 360,000 compounds, 0.12% hits; AID 588501; in the data active means inhibition above about 30%; further: plate controls were buffer without enzyme for full effect and enzyme alone for no effect
3CLpro inhibitor – SARS-CoV 3CLpro protease inhibition; 290,000 compounds, 0.14% hits; AID 1706; inhibition, % at 6 µM; recombinant SARS-CoV 3CLpro, quenched FRET peptide cleavage; in the data active means inhibition above about 12%
Yp Topo-I inh – inhibitors of Yersinia pestis topoisomerase I; Y. pestis Topo-I cleavage product accumulation, plate reader; activity, % at 10 µM; 360,000 compounds, 0.064% hits; AID 504884; in the data active means activity above about 50%, passing the limit was not always enough; further: inactives centre near 2
Rv3671c inh – Rv3671c (M. tuberculosis) protease inhibition; inhibition, % at 5.96 µM; P9WHR9; 320,000 compounds, 0.048% hits; AID 2606; in the data active means inhibition above about 38%;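 further: extracellular domain of Rv3671c used as enzyme; 0% = enzyme with DMSO and 100% = no enzyme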
Target sequence (P9WHR9 whole entry, looked up, the tested form may be a part): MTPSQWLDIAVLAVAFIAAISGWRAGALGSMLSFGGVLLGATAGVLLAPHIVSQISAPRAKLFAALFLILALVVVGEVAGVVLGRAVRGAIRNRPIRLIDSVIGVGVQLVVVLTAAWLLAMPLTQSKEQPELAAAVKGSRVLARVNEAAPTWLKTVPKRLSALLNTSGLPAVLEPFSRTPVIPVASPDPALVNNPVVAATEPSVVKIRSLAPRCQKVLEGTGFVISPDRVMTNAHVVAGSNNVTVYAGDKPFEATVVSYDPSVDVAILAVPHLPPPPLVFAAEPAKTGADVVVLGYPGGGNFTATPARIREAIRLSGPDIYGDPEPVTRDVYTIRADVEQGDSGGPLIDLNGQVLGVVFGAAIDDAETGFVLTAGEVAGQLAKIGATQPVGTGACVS
PriA SSB inh – blocks PriA binding to SSB C-terminal tail | AlphaScreen SSBct-PriA binding, biotinylated peptide | 430,000 compounds, 0.6% hits | inhibition, % at 33 µM; in the data active means inhibition mostly above about 37%, no sharp cut-off; inactive means mostly below about 20%;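 further: plate controls were negative control peptide for no effect and reference peptide for full effect; strong numbers were not always called active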
BH1578 lux ind – quorum light induction in luxS cqsA deficient V. cholerae; V. cholerae BH1578 lux reporter, luminescence, 6 h; activation, % at 18.7 µM; 350,000 compounds, 0.16% hits; in the data active means activation mostly above about 9.7%, no sharp cut-off; further: not every result past the cut was called active; inactives centre near 0; reference of the scale not given here
VHR inh abs – DUSP3 (human) phosphatase inhibition; P51452; recombinant VHR phosphatase, pNPP absorbance; inhibition, % at 13.3 µM; 290,000 compounds, 0.52% hits; AID 1654; in the data active means inhibition above about 50%; further: some compounds called inactive have numbers as strong as hits
Target sequence (P51452 whole entry, looked up): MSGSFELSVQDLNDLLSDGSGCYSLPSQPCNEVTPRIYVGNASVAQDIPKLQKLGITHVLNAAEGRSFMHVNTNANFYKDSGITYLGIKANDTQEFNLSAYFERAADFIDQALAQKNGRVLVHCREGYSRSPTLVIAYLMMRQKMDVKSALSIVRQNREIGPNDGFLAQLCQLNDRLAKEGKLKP
PfHsp40 rescue – restores yeast growth despite PfHsp40 toxicity. 340,000 compounds, 0.68% hits. growth rescue, % at 12.5 µM. S. cerevisiae expressing PfHsp40, growth rescue, ATP luminescence; in the data active means growth rescue above about 28%, passing the limit was not always enough;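 further: yeast W303a lacking pdr1 and pdr3 grown in galactose medium; growth measured after three days at 30 °C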
MazF activator – MazEF (E. coli) toxin RNase activation; 350,000 compounds, 0.32% hits; activation, % at 20 µM; FAM/BHQ RNA-DNA oligo cleavage fluorescence, 5 h; AID 504720; P0AE70; in the data active means activation above about 50%
Target sequence (P0AE70 whole entry, looked up): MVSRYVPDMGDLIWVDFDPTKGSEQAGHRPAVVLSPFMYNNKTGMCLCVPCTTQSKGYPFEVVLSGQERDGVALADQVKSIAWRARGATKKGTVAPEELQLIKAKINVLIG
An asterisk follows results filed as active; i = inactive; . = no result given; & = joins results of further samples.

SMILES | TcdB GH inh | Anthrax LF prot | 3CLpro inhibitor | Yp Topo-I inh | Rv3671c inh | PriA SSB inh | BH1578 lux ind | VHR inh abs | PfHsp40 rescue | MazF activator
CN(C)CCCN1C(=O)CSC1c1ccccc1 (centres undefined) | -0.8 | 6 | -8 | -3 | 6 | -2 | -0.2 | -6 | 0.1 | 8
CC(C)N1CCN(Cc2nc(-c3ccccc3)cs2)CC1CCO (centres undefined) | . | 1 | -2 | 5 | -4 | -4 | -0.5 | 13 | -0.5 | 8
CCn1c(SCC(=O)N(C)C)nc2cc(S(=O)(=O)N3CCCCC3)ccc21 | 0.9 | -4 | . | 12 | 3 | -6 | 4.0 | . | 5.2 | 1
Nc1ccccc1OCCOCCOc1ccccc1N | . | -9 | 1 | -3 | 6 | 6 | i | 18 | -1.0 | -7
Cc1ccc(S(=O)(=O)N2CCC(C(=O)NCCCN3CCCC3=O)CC2)cc1C | -0.5 | -2 | -4 | 5 | -2 | 2 | -0.4 | 22 | 0.6 | 5
CCOc1cc(NC(=O)c2ccco2)c(OCC)cc1NC(=O)c1cc(OC)c(OC)c(OC)c1 | . | -6 | -5 | 11 | 2 | -12 | -0.4 | 18 | 0.1 | -1
NS(=O)(=O)c1cccc(NS(=O)(=O)c2ccc(/C=C/C(=O)O)cc2)c1 | 1.0 | -9 | -1 | 2 | -2 | -14 | i | 17 | -1.1 | 0
CCOC(=O)C1(Cc2ccc(Cl)cc2)CCN(C(=O)CCc2ccncc2)CC1 | 1.4 | 0 | 1 | 15 | -8 | -6 | -0.2 | 4 | -0.7 | 9
COc1ccc(C(O)P(=O)(OC(C)C)OC(C)C)cc1OC (centres undefined) | 0.6 | -5 | . | -4 | -4 | -10 | -0.4 | . | -0.2 | 1
CC(/C=N\Nc1nnc2c(n1)[nH]c1c(C)cccc12)=C\c1ccco1 | 1.6 | 6 | -2 | 1 | 5 | . | -1.6 | 34 | -0.9 | 22
O=S(=O)(Nc1ccc(-n2cccc2)cc1)c1ccc(Cl)c(Cl)c1 | -0.8 | 1 | 6 | -8 | -31 | -1 | i | 6 | 66* | -19
COc1ccc(Cc2nc3ccc(C(=O)NCc4cc(C)no4)cc3o2)cc1 | 0.3 | 2 | -5 | 4 | -2 | -20 | 0.8 | -2 | -0.2 | 10
Cn1cnc([N+](=O)[O-])c1SCC(O)CN1CCCCC1 (centres undefined) | 0.5 | -1 | 1 | -3 | -11 | -4 | -0.3 | 26 | -2.0 | 1
CC(Oc1ccccc1F)C(=O)NCCN1CCCCC1 (centres undefined) | . | -3 | -4 | -12 | 2 | -8 | i | 20 | -0.3 | 2
Cc1cccc([C@@H]2[C@@H]3C(=O)N(Cc4ccccc4)C(=O)[C@@H]3[C@]3(C)C(=O)N(c4ccc(Br)cc4)C(=O)N23)c1 | . | -16 | -2 | 0 | 6 | 1 | -11 | 1 | 2.2 | -2
N=c1c2c3c(sc2ncn1CCCN1CCOCC1)CCCCC3 | . | -6 | -2 | 11 | -7 | 0 | -0.3 | 7 | -1.7 | 4
Cc1ccc(S(=O)(=O)CCC(=O)N(C)c2c(N)n(Cc3ccccc3)c(=O)[nH]c2=O)cc1 | 0.7 | 0 | . | -1 | -12 | 2 | -0.6 | . | -0.7 | -8
CCOC(=O)C1Cn2c(nc3c(c2=O)C(C)(C)Cc2ccccc2-3)S1 (centres undefined) | . | 6 | -9 | 27 | -4 | -10 | . | 28 | -0.2 | -3
O=C(Nc1ccc(N2CCN(C(=O)c3ccco3)CC2)cc1)C(c1ccccc1)c1ccccc1 | . | -28 | 2 | 11 | 2 | -6 | -0.2 | 9 | 0.2 | -4
NS(=O)(=O)c1ccc(CCNC(=O)C(=O)Nc2cc3c4c(c2)CC(=O)N4CCC3)cc1 | 1.2 | -4 | . | 1 | -2 | -8&5 | -1.8 | . | 0.0 | 0
O=C(NCc1cccc(C(F)(F)F)c1)C1CC(c2ccccc2F)=NO1 (centres undefined) | 0.7 | 4 | . | 13 | 1 | -24 | 0.8 | . | 1.5 | -5
O=C(NC1CCCCC1)C(c1cccs1)N(Cc1cccs1)C(=O)c1cccs1 (centres undefined) | . | -2 | -1 | 28 | 3 | -8 | i | 9 | 0.0 | -12
CCOC(=O)C(CC)n1cnc2c(nnn2-c2ccc(OC)cc2)c1=O (centres undefined) | . | -10 | 1 | -1 | 4 | 0 | -0.2 | 22 | 0.6 | 1
O=C1[C@H]2CCC=C[C@H]2[C@H](c2ccccc2Br)N1Cc1ccccc1 | 0.3 | 0 | . | -1 | . | -28 | i | . | 1.3 | -1
COc1cc(Br)c(S(=O)(=O)Nc2c(C)n(C)n(-c3ccccc3)c2=O)cc1OC | . | 2 | -7 | -1 | 2 | -3 | i | 3 | -1.6 | 0
CC(C(=O)N1CCc2ccccc21)N1CCN(c2cccc(C(F)(F)F)c2)CC1 (centres undefined) | 0.7 | -11 | -4 | 1 | -3 | -1 | 1.5 | -12 | -1.8 | 9
O=C(c1ccc2ccccc2c1)N1CCN(c2ccc(O)cc2)CC1 | . | -2 | 0 | -3 | -1 | 18 | -1.5 | 28 | 2.9 | -1
Nc1ncnc2c1ncn2[C@@H]1O[C@H](CNC(=O)[C@@H](N)CO)[C@@H](O)[C@H]1O | 1.3 | -5 | . | 4 | . | -16 | i | . | -0.3 | 5
COc1ccc(NC(=O)CN2C(=O)CSc3ncccc32)cc1 | 0.4 | -7 | 0 | 0 | 2 | 3 | -0.2 | 13 | -1.2 | -2
O=C(O)C1CCCN1C(=O)C12CC3CC(CC(C3)C1)C2 (centres undefined) | 0.6 | 5 | 1 | -15 | 1 | -8 | i | 12 | 0.3 | 7
CN(C(=O)CSc1nnc(-c2ccc(OC(F)F)cc2)n1N)C1CCS(=O)(=O)C1 (centres undefined) | 0.4 | -4 | . | 3 | 10 | -2 | -11 | . | 0.0 | 2
COc1cccc(NC(=O)Nc2cccc(C)n2)c1 | 1.3 | 5 | 1 | 4 | -11 | -2 | i | 2 | 0.5 | 8
Cc1ccc(S(=O)(=O)N(C)Cc2ccc(C(=O)NN=C(CC(C)C)CC(C)C)cc2)cc1 | -0.3 | 1 | 3 | 11 | 5 | -4 | -0.3 | 2 | -0.9 | 3
C/C(CC(=O)Nc1cc(C)ccn1)=N\NC(=O)C(=O)Nc1cccc(C)c1 | -0.1 | -1 | 4 | -3 | -9 | . | -0.1 | 2 | -1.0 | 195*
COCC(C)NS(=O)(=O)c1ccccc1 (centres undefined) | 0.0 | -4 | 0 | -3 | -8 | -6 | -0.8 | 26 | -0.5 | 3
CCOc1ccc(OCc2nnc(SCC(=O)NC3CCS(=O)(=O)C3)n2-c2ccc(Cl)cc2)cc1 (centres undefined) | 1.8 | -1 | 2 | 28 | 3 | 1 | . | -5 | 1.4 | 1
CCC1CCCCN1CCCNC(=O)C1CCC(CNS(=O)(=O)c2c(C)cc(C)cc2C)CC1 (centres undefined) | 1.8 | 3 | 4 | 9 | 4 | -1 | i | -1 | 0.2 | 2
Cc1cc([N+](=O)[O-])ccc1NCc1ccc2c(c1)OCCO2 | 4.2 | 6 | 2 | 10 | 5 | 3 | 0.4 | 16 | 1.7 | 8
O=C(CCSCc1ccccc1F)NCCc1ccccc1 | 1.3 | -3 | 4 | -3 | 0 | -4 | -0.7 | 32 | 0.1 | -1
CC(=O)c1ccc(OC2(C)CCN(CCOc3ccc(C)cc3)C2)cc1 (centres undefined) | 0.9 | -5 | . | 3 | . | . | i | . | . | .

Results in MazF activator and Yp Topo-I inh, for some of the entries so far:
smiles | MazF activator | Yp Topo-I inh
Cc1ccc(S(=O)(=O)N(C)Cc2ccc(C(=O)NN=C(CC(C)C)CC(C)C)cc2)cc1 | 3 | 11
C/C(CC(=O)Nc1cc(C)ccn1)=N\NC(=O)C(=O)Nc1cccc(C)c1 | 195* | -3
COCC(C)NS(=O)(=O)c1ccccc1 (centres undefined) | 3 | -3
CCOc1ccc(OCc2nnc(SCC(=O)NC3CCS(=O)(=O)C3)n2-c2ccc(Cl)cc2)cc1 (centres undefined) | 1 | 28
CCC1CCCCN1CCCNC(=O)C1CCC(CNS(=O)(=O)c2c(C)cc(C)cc2C)CC1 (centres undefined) | 2 | 9

Returning to the listing, repeating the four entries before the break.
SMILES | TcdB GH inh | Anthrax LF prot | 3CLpro inhibitor | Yp Topo-I inh | Rv3671c inh | PriA SSB inh | BH1578 lux ind | VHR inh abs | PfHsp40 rescue | MazF activator
CCC1CCCCN1CCCNC(=O)C1CCC(CNS(=O)(=O)c2c(C)cc(C)cc2C)CC1 (centres undefined) | 1.8 | 3 | 4 | 9 | 4 | -1 | i | -1 | 0.2 | 2
Cc1cc([N+](=O)[O-])ccc1NCc1ccc2c(c1)OCCO2 | 4.2 | 6 | 2 | 10 | 5 | 3 | 0.4 | 16 | 1.7 | 8
O=C(CCSCc1ccccc1F)NCCc1ccccc1 | 1.3 | -3 | 4 | -3 | 0 | -4 | -0.7 | 32 | 0.1 | -1
CC(=O)c1ccc(OC2(C)CCN(CCOc3ccc(C)cc3)C2)cc1 (centres undefined) | 0.9 | -5 | . | 3 | . | . | i | . | . | .
Fc1ccccc1-c1cc2ccccc2cn1 | -2.0 | 4 | . | -6 | 6 | -18 | -0.2 | . | -1.7 | -1
Cc1ccc(Cl)c2c1=NC(=O)C=2c1[nH]c(=S)[nH]c1O | 0.9 | -1 | 0 | -9 | 1 | -14 | -0.4 | -3 | 3.2 | -12
CCOc1ccc(C(=O)NC2CCN(S(=O)(=O)CC)CC2)cc1 | . | -1 | 1 | -11 | 2 | -9 | i | 4 | -0.9 | 6
Nc1nnnn1/N=C/c1ccccc1Cl | 0.2 | 2 | . | -2 | . | . | i | . | . | 4
Cc1ccc(NC(=O)CSCC(=O)Nc2ccc(S(=O)(=O)N3CCOCC3)cc2)cc1 | 2.4 | -3 | 2 | 8 | -3 | -6 | 0.8 | -2 | 0.4 | 6
N#Cc1c(N)n(CCOC(=O)c2cccc([N+](=O)[O-])c2)c2nc3ccccc3nc12 | . | 5 | 0 | 2 | 2 | -4 | -0.5 | 34 | -0.3 | 2
O=[N+]([O-])c1ccc(-c2c(-c3ccccc3)ncc3cc(F)ccc23)cc1 | -0.4 | 1 | . | 7 | -7 | 9 | -8.1 | . | 0.6 | -4
Cc1ccc(OCCNS(=O)(=O)c2cccs2)cc1 | . | -2 | -1 | -6 | 0 | -17 | -0.3 | -11 | -0.1 | -7
O=C1/C(=C/c2ccc(O)c(O)c2)SC(=S)N1Nc1ccccc1 | . | 5 | 4 | -24 | . | 14 | -2.2 | 34 | 2.3 | 6
COc1ccc(C(=O)Nc2cccc(C)c2)cc1S(=O)(=O)N1CCOCC1 | . | 0 | -1 | 20 | -9 | -12 | i | 6 | 0.6 | -2
COC(=O)N/N=C/c1cc(Cl)cc(Cl)c1OCc1ccccc1 | . | -4 | -1 | 4 | -4 | . | -0.8 | -4 | -2.0 | 2
CN(C)CCn1c(=S)[nH]c2ccc(Cl)cc2c1=O | 2.1 | -3 | 4 | -6 | 16 | -11 | -0.2 | 28 | 1.4 | 0

This is a subset; count on the stated rates, not on these rows.
